Compound activity (PubChem BioAssay)
BRCA1 expr up: qHTS Assay to Identify Small Molecule Activators of BRCA1 Expression; MCF7-BRCA1-FFLuc reporter, luminescence, 48 h; response scale: scaled: vehicle 0%, 10 µM genistein 100%; Potency, µM (titrated, usually from 46.1 µM), without a hit: top-dose activation, usual class: activators; 1.1% of 380,000 active; further: potency means the concentration at half of the fitted maximal effect; nearly all actives have a fitted effect of over 80% in size; some results filed as inactive show a strong effect at the top dose
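Luminescence from a BRCA1-driven firefly luciferase in MCF7 cells was read after 48 h compound exposure at 37 C. Data normalized against DMSO and a 10microM genistein activation control, then curve-fitted across the titration.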
B2AR arrestin: qHTS assay of beta-arrestin-biased ligands of beta2-adrenergic receptor; beta-arrestin recruitment to beta2AR, cell-based reporter; Potency, µM (doses to about 46.1 µM), inactives show top-dose activation, actives largely listed as activators; Beta-2 adrenergic receptor (Homo sapiens), P07550; 0.02% of 330,000 active;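 further: potency means the concentration at half of the fitted maximal effect; 0% = DMSO controls and full agonism = EC100 isoproterenol or metaproterenol; nearly all actives have a fitted effect of over 65% in size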
Target sequence (P07550 whole entry, looked up): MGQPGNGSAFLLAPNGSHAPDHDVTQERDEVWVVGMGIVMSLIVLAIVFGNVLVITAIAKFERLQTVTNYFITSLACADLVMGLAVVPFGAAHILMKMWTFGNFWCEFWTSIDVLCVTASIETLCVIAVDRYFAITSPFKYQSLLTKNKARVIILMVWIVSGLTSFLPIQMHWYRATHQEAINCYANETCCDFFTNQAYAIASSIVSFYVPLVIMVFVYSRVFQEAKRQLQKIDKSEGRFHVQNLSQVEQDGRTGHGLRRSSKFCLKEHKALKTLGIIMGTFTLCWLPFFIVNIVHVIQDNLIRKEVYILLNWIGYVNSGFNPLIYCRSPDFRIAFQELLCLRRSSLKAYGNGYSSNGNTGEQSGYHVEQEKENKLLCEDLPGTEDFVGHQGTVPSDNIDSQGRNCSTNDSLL
a7 integrin act: qHTS for Activators of Integrin-Mediated Alleviation for Muscular Dystrophy; alpha7betagal myoblasts, beta-gal FDG fluorescence, 48 h; Potency, µM (titrated, usually from 38.3 µM), without a hit: at the highest dose activation, most hits filed as activators; 0.064% of 350,000 active;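 further: potency means the concentration at half of the fitted maximal effect; 100% = response of the positive control SU9516; nearly all actives have a fitted effect of over 60% in size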
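Alpha7betagal+/- myoblasts (passage 13) were plated 16-24 hr, then exposed to compounds (1:260 dilution of DMSO stock) for 48 hours at 37C. After MPER lysis, β-galactosidase reporter activity was read as FDG fluorescence (ex 480/em 540) after 30 minutes.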
TRPV1 agonist: HTS Assay for Compounds that Act as Agonists of the Vanilloid Receptor 1 | Transient receptor potential cation channel subfamily V member 1 (Homo sapiens), Q8NER1 | TRPV1-expressing cells, Fluo-8 calcium influx, agonist mode | activation, % at 8.33 µM | 0.19% of 320,000 active; in the data active means activation above about 80%; inconclusive means between about 30% and that limit; further: 0% is about no effect
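Cells expressing TRPV1 were dye-loaded with Fluo-8 and read kinetically: 10 s baseline, 3 min after compound (agonist portion), then 2 min after EC20 capsaicin (allosteric enhancer portion). Calcium-bound dye fluorescence at 480/520 nm.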
MLL CXXC-DNA inh: qHTS Fluorescence Polarization Assay for Inhibitors of MLL CXXC domain - DNA interaction; MLL-CXXC / FITC-HOXA9 DNA fluorescence polarization; Histone-lysine N-methyltransferase 2A (Homo sapiens), Q03164; 0.037% of 290,000 active; Potency, µM (top dose mostly 115 µM), without a hit: top-dose activity change, negative = inhibition, most hits filed as inhibitors; active means well fitted inhibition curve with a large enough effect in the polarisation, with a control signal flat, not every such curve was filed as active; inconclusive means small, poorly fitted or top-dose-only effect, or effect the other way, or a change in a side signal; inactive means no such curve, though single readings can be large or run the other way; the % refers to the polarisation; further: potency means the concentration at half of the fitted maximal effect
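Purified MLL-CXXC (added from a 7 uM solution) was preincubated 5 min at ambient with pinned compounds in 50 mM Tris-HCl pH 7.5, 50 mM NaCl, 1 mM DTT, 0.05% BSA. Fluorescein-labeled HOX-A9 DNA (50 nM solution) followed, 30 min, then polarization read.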
TCR act: Activators of T cell receptors: qHTS campaign. AID 504894, 2011. primary human leukocytes, anti-CD3, IL-2 HTRF, 48 h. 330,000 tested, under 10 active. Potency, µM (doses to about 9.22 µM), inactives show at the top dose activation of IL-2 secretion, most hits filed as activators; further: % of control where 0% means no effect
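48 hr co-incubation of compounds, a-CD3 beads and primary human leukocytes; IL-2 quantified homogeneously by HTRF with anti-IL-2 K and d2 conjugates.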
ELG1 repair inh: qHTS screen for small molecules that inhibit ELG1-dependent DNA repair in human embryonic kidney (HEK293T) cells expressing luciferase-tagged ELG1; HEK293T ELG1-luciferase reporter, luminescence, 16 h; DNA damage induced by 5-fluorouridine; Potency, µM (doses to about 46.1 µM), without a hit: top-dose activity change, negative = inhibition, most hits filed as inhibitors; 2.3% of 330,000 active; AID 504467, 2011; further: potency means the concentration at half of the fitted maximal effect; on the % scale 0 is the no-effect control and ±100 the full control effect; nearly all actives have a fitted effect of over 55% in size
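Quantitative HTS, concentration-response format. 2,000 cells/well co-treated with 5-fluorouridine and compound, 16 hr in 5% CO2 at 37 °C; ONE-Glo luminescence read after 30 min.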
A-T KAP1 phos: qHTS Assay for Identifying a Potential Treatment of Ataxia-Telangiectasia. […] A-T fibroblasts, KAP-1 phosphorylation AlphaLISA; neocarzinostatin DNA damage 30 min before lysis. Potency, µM (highest dose often 57.5 µM), inactives show at the highest dose activation, actives largely listed as activators. 0.19% of 320,000 active; further: potency means the concentration at half of the fitted maximal effect; % of control where 0% means no effect; nearly all actives have a fitted effect of over 45% in size
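hTERT-immortalized A-T patient fibroblasts ([…]), 500 cells/well in OPTI-MEM, 1% FBS, got compounds for 60 min, then NCS for 30 min at 37C. Lysates were then assayed for phospho-KAP-1 by AlphaLISA (anti-pKAP1 donor, anti-KAP1 acceptor beads), 6 hr at 25C.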
p53 reactivation: qHTS assay for re-activators of p53 using a Luc reporter. H1299 p53-A138V BP100-luciferase reporter, luminescence, 24 h. Potency, µM (highest dose often 92.2 µM), without a hit: at the highest dose activity change, positive = activation, most hits filed as activators. 0.063% of 320,000 active. AID 504706, 2011; further: potency means the concentration at half of the fitted maximal effect; % of control where 0% means no effect; nearly all actives have a fitted effect of over 45% in size
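p53-null H1299 cells stably carrying temperature-sensitive p53-A138V and a BP100-luciferase reporter were pinned with compounds (4-point, 1:5 series) and held 24 hrs at 37 deg C. Luminescence was read 10 min after detection reagent.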
TSG101-PTAP inh: qHTS Assay for Iinhibitors of HIV-1 Budding by Blocking the Interaction of PTAP/TSG101 | Tumor susceptibility gene 101 protein (Homo sapiens), Q99816 | Fluorescence polarization, FITC-PTAP peptide / Tsg101 binding | Potency, µM (titrated, usually from 115 µM), for the others: top-dose activity change, negative = inhibition, most hits filed as inhibitors | 340,000 tested, under 10 active | AID 493005, 2010; active means well fitted inhibition curve with a large enough effect in the main read-out, with a control signal flat, not every such curve was filed as active; inconclusive means small, poorly fitted or top-dose-only effect, or effect the other way, or a change in a side signal; inactive means no such curve, though single readings can be large or run the other way; further: potency means the concentration at half of the fitted maximal effect; % of control where 0% means no effect
Target sequence (Q99816 whole entry, looked up): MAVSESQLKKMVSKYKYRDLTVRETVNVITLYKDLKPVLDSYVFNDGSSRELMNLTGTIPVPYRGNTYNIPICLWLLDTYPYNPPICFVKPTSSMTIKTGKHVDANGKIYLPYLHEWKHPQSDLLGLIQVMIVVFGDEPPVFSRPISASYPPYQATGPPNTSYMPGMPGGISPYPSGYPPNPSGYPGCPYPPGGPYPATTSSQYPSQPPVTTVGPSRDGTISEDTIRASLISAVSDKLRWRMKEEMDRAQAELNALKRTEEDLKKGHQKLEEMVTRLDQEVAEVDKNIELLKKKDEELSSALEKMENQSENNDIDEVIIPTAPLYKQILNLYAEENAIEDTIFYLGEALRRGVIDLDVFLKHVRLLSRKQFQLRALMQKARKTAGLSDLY
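Tsg101 binding domain (10 uM final) was mixed with compound and a FITC-labeled PTAP peptide (50 nM final) in HEPES pH 7.5 buffer with NaCl, Tween 20, EDTA and TCEP; fluorescence polarization was read after 20 min at r.t.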
Numbers without * were called inactive; ? = inconclusive; / = no result given; [ ] = remark or other dose. Unless noted, the call rests on the fitted dose curve; in most records, active means well fitted curve in the direction sought with a large enough effect; inconclusive means small, poorly fitted or top-dose-only effect, or another doubt; inactive means no such curve, though single readings can be large; an effect the other way counts as inactive or inconclusive. This is a random part of the collection; 3.8% or so of the library scored in one or more.

nr	SMILES	BRCA1 expr up	B2AR arrestin	a7 integrin act	TRPV1 agonist	MLL CXXC-DNA inh
1	Oc1ccc(/C=N/n2c(-c3ccccc3)n[nH]c2=S)cc1	22%	-0.4%	-4%	-3	-13%
2	CCc1nc(SCc2ccc(Cl)cc2)n[nH]1	?	-0.1%	13%	6	1%
3	Cc1ccc(S(=O)(=O)Cc2cc(-c3ccc(Cl)cc3)no2)cc1	3%	0.1%	14%	7	-15%
4	Cc1ccc2c(c1)C1C[N+](C)(CC(=O)Nc3ccccc3Cl)CCC1N2C(=O)c1ccccc1Cl (stereo unspecified)	-13%	-0.8%	-7%	/	/
5	O=C(COC(=O)C1CCN(S(=O)(=O)c2ccc3c(c2)OCCO3)CC1)Nc1ccccc1OC(F)F	-24%	-0.4%	9%	-2	-3%
6	O=C(Nc1ccccc1Cl)c1cccc(NC(=O)C2C3CC4OC(=O)C2C4C3)c1 (stereo unspecified)	7%	-0.5%	0%[7.66 µM]	-1	0%
7	CC(C)(CO)CN1CCC(n2nccc2NC(=O)C2CCCC2)CC1	-10%	-0.5%	?	-1	2%
8	O=C1CC(c2ccccc2)Oc2cc(O)cc(O)c21 (stereo unspecified)	51%	-0.4%	-4%	2	1%
9	O=C(Cc1ccc(Cl)cc1)Nc1ccccc1C(=O)Nc1ccc(C(=O)O)cc1	8%	0.1%	-15%	-8	0%
10	C=CCC(CC(O)COCCC)C(=O)NNC(=S)Nc1ccccc1 (stereo unspecified)	?	?	7%	0	-24%
11	Cc1cccc(N(CC(=O)N2CCc3ccccc3C2)S(C)(=O)=O)c1C	-15%	-0.2%	6%	-3	-11%
12	O=[N+]([O-])c1ccc(CSc2ccc(-c3ccccn3)nn2)cc1	-18%	0.1%	-42%[inhibitor]	-1	-5%
13	COc1ccc(Cl)cc1NC(=O)C1CSC(c2ccncc2)=N1 (stereo unspecified)	-53%	-5.0%	8%	12	-2%
14	Cc1ccc(N2C(=O)C3N=NN(CC(=O)N4N=C(c5cccc6ccccc56)CC4c4ccccc4)C3C2=O)cc1 (stereo unspecified)	-34%	-0.1%	-11%	?	4%
15	COc1ccc(-c2nc3ncccn3c2Nc2ccc3c(c2)OCCO3)cc1	0%	/	9%	3	0%

nr	TCR act	ELG1 repair inh	A-T KAP1 phos	p53 reactivation	TSG101-PTAP inh
1	-5%	0%	-12%	10%	-2%
2	8%	?	2%	4%	-3%
3	1%	?	3%	-4%	-1%
4	1%	5%	17%	0%	0%
5	-6%[46.1 µM]	22%	2%	0%	-2%
6	5%	1%	7%	4%	-5%
7	3%	4%	1%	-10%	-4%
8	-5%	?	3%	12%	0%
9	-5%	?	5%	2%	-1%
10	2%	?	?	19%	0%
11	-1%	0%	-2%	2%	0%
12	-5%	1%	4%	3%	-9%
13	-7%	-8%	7%	-4%	0%
14	4%[46.1 µM]	?	4%	11%	-1%
15	3%	/	/	/	-1%

By substructure: the compounds so far with an aryl thioether with sulfur outside any ring
nr	SMILES	BRCA1 expr up	B2AR arrestin	a7 integrin act	TRPV1 agonist	MLL CXXC-DNA inh
2	CCc1nc(SCc2ccc(Cl)cc2)n[nH]1	?	-0.1%	13%	6	1%
12	O=[N+]([O-])c1ccc(CSc2ccc(-c3ccccn3)nn2)cc1	-18%	0.1%	-42%[inhibitor]	-1	-5%

nr	TCR act	ELG1 repair inh	A-T KAP1 phos	p53 reactivation	TSG101-PTAP inh
2	8%	?	2%	4%	-3%
12	-5%	1%	4%	3%	-9%

Just ELG1 repair inh and B2AR arrestin (two entries from above):
nr | compound | ELG1 repair inh | B2AR arrestin
1 | Oc1ccc(/C=N/n2c(-c3ccccc3)n[nH]c2=S)cc1 | 0% | -0.4%
2 | CCc1nc(SCc2ccc(Cl)cc2)n[nH]1 | ? | -0.1%

(further entries)
nr	SMILES	BRCA1 expr up	B2AR arrestin	a7 integrin act	TRPV1 agonist	MLL CXXC-DNA inh
16	COC(=O)C1C(=O)C2=C(CC1C)NC(C)=C(C(=O)OCCOc1ccccc1)C2c1ccc(C)o1 (stereo unspecified)	-29%	2.6%	-15%	5	-11%
17	COc1ccc(OC)c(C2C(C(C)=O)=C(O)C(=O)N2Cc2cccnc2)c1 (stereo unspecified)	5%	0.0%	-8%	-4	0%
18	CCN(Cc1nc2cc(Cl)ccc2c(=O)[nH]1)C(=O)c1ccc(C)c(NC(=O)c2ccco2)c1	-29%	0.5%	24%	0	/
19	Cc1ccc(CCN2C(Nc3ccccc3)=NC[C@@H]2C)cc1	-8%	0.3%	-37%	1	/
20	CCN(CC)CCCN1C(=O)C(=O)/C(=C(/O)c2ccc(C)cc2)C1c1ccccn1 (stereo unspecified)	-21%	/	2%	-3	2%
21	O=C(c1ccco1)N1CCN(Cc2nnnn2C2CCCCC2)CC1	-17%	-1.0%	?	-7	25%
22	C=CCNC(=O)C1CCC(C(=O)NCC=C)CC1 (stereo unspecified)	8%	0.1%	11%	-3	36%[activator]
23	O=C1CCN(N=Nc2cccc(Cl)c2)N1	/	0.1%	/	0	-12%
24	C=CCOC(=O)C1=C(C)Nc2nnnn2C1c1ccc(OC)cc1OC (stereo unspecified)	7%	-0.5%	13%	-4	6%
25	NC(=O)CC(NC(=O)c1ccc(Br)cc1)c1ccc(NCc2ccc(F)cc2)c([N+](=O)[O-])c1 (stereo unspecified)	-28%	0.1%	-7%	-2	-6%
26	COc1ccccc1CNC(=O)c1cc(C)nn1-c1ccccc1	-28%	6.8%	?	3	0%
27	COc1ccc(C(C(=O)NC2CCCC2)N(C(=O)c2csnn2)C2CC2)cc1 (stereo unspecified)	-3%	0.4%	3%	-3	-6%
28	O=C(Nc1ccccc1)OCCNC(=O)c1cccc(Cl)c1	19%	-0.1%	-32%	?	24%
29	CCOC(=O)CN(C(=O)CSc1nnc(Cc2ccccc2)n1-c1ccc(C)cc1)c1ccccc1	-29%	-0.8%	1%	6	1%
30	CSc1ccccc1NC(=O)CN(C)Cc1c(O)ccc2ccccc12	0%	-0.1%	5%	1	50%[activator]

nr	TCR act	ELG1 repair inh	A-T KAP1 phos	p53 reactivation	TSG101-PTAP inh
16	0%	23µM*	3%	-21%	0%
17	-3%	12%	5%	-1%	-5%
18	-2%	?	3%	4%	0%
19	3%	0%	8%	6%	1%
20	1%	/	/	/	-7%
21	-3%	12%	8%	0%	-2%
22	-2%	?	-4%	-4%	-2%
23	/	3%	-3%	5%	/
24	0%	0%	-8%	0%	-1%
25	3%	-28%	-32%	-11%	2%
26	4%	-1%	3%	-3%	0%
27	-1%	2%	-4%	-3%	0%
28	-5%	-6%	5%	1%	0%
29	-1%[46.1 µM]	-11%	5%	-12%	-6%
30	-1%	7%	1%	7%	-5%

The listing continues:
nr	SMILES	BRCA1 expr up	B2AR arrestin	a7 integrin act	TRPV1 agonist	MLL CXXC-DNA inh
31	CS(=O)(=O)N1CCC(Oc2ccccc2C(=O)N2CCCCC2CO)CC1 (stereo unspecified)	9%	0.0%	21%	0	-4%
32	C=CCn1c(-c2csc(-c3ccc(Cl)cc3)n2)n[nH]c1=S	35%	-0.1%	5%	0	16%
33	COc1ccccc1N1CCN(S(=O)(=O)c2c[nH]c(=O)[nH]c2=O)CC1	1%	0.1%	-26%	0	/
34	CCCn1cc(CN2CCC(N3CCC(C(=O)N4CCOCC4)CC3)CC2)c(C)n1	0%	-1.7%	9%	1	-3%
35	Nc1c(C(=O)C2CC2)sc2nc(-c3ccccc3)cc(C(F)(F)F)c12	-58%	-0.6%	22%	21	?
36	Cc1cc(NC(=O)CSc2ccnc(=O)[nH]2)no1	20%	-0.3%	-36%	-5	/

nr	TCR act	ELG1 repair inh	A-T KAP1 phos	p53 reactivation	TSG101-PTAP inh
31	-1%	-10%	13%	2%	-3%
32	2%	3%	-4%	3%	-4%
33	-25%	3%	-3%	5%	0%
34	-5%	17%	-3%	5%	-6%
35	-4%[46.1 µM]	-4%	3%	0%	?
36	0%	13%	6%	6%	-1%
